# Nrf2 block = inhibitors of Nrf2 signaling; A549 ARE-Fluc reporter, luciferase luminescence, 18-24 h; Potency, µM (doses to about 46 µM), for inactives: at the highest dose activity change, negative = inhibition, most hits filed as inhibitors; 2.1% of 360,000 active; further: potency means the concentration at half of the fitted maximal effect; on the % scale 0 is the no-effect control and ±100 the full control effect; nearly all actives have a fitted effect of over 60% in size
#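 A549 ARE_Fluc cells, 5000/well, 5% FBS OPTI-MEM; compounds in dose-response, 18-24 h at 37 °C/5% CO2; CellTiter-Fluor viability read (Ex 405/Em 525), then BugLite luciferase luminescence = Nrf2 activity.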
# HepG2 tox = kills HepG2 cells in TGF-b inhibitor counter-screen; HepG2 CAGA-GFP viability, ATP luminescence, 18 h; Potency, µM (titrated, usually from 46.1 µM), for the others: at the top dose activity change, negative = cytotoxicity, most hits filed as cytotoxic; 0.76% of 410,000 active; AID 588856; further: potency means the concentration at half of the fitted maximal effect; some results filed as inactive show a strong effect at the top dose
#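 HepG2 CAGA-GFP cells (1000/well, DMEM with 1% FBS) received compound, then TGF-beta at 500 pg/mL final, and were incubated 18 hours at 37 degrees C. Viability was read by CellTiter-Glo luminescence. Media-only wells were set as complete cell-killing and DMSO as no toxicity.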
# Nrf2 ARE act = Nrf2 pathway activation; AREc32 ARE-luciferase reporter (MCF7-derived line), luminescence, 24 h; 0.31% of 410,000 active; Potency, µM (top dose mostly 46.1 µM), without a hit: top-dose activation, hits mostly activators; further: potency means the concentration at half of the fitted maximal effect; % of control where 0% means no effect; nearly all actives have a fitted effect of over 65% in size
#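 ARE-driven firefly luciferase activity in AREc32 cells measured after a 24 hr compound exposure at 37 deg C, using Steady-Glo reagent and a 30 min room-temperature hold.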
# TGFb inhibitor = TGF-b pathway inhibition | HepG2 CAGA-GFP TGF-b/SMAD3 reporter, GFP fluorescence, 18 h; TGF-beta stimulated, 500 pg/mL final | Potency, µM (doses to about 46.1 µM), for inactives: top-dose activity, negative = inhibition, hits mostly inhibitors | 1.2% of 410,000 active | AID 588855; further: potency means the concentration at half of the fitted maximal effect; on the % scale 0 is the no-effect control and ±100 the full control effect; nearly all actives have a fitted effect of over 65% in size
#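 Using HEPG2 CAGA-GFP reporter cells at 1000 cells/well, we pinned test compounds, stimulated with recombinant TGF-beta (500 pg/mL final) and measured total well GFP after 18 h.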
# EPAC2 agonist = activates human EPAC2 exchange factor | Q8WZA2 | EPAC2 activation, biochemical qHTS; response scale: 100% = 6.5 mM cAMP response | Potency, µM (highest dose often 154 µM), without a hit: at the highest dose activation, hits mostly activators | 0.079% of 360,000 active; further: potency means the concentration at half of the fitted maximal effect; nearly all actives have a fitted effect of over 50% in size
# Target sequence (Q8WZA2 whole entry, looked up): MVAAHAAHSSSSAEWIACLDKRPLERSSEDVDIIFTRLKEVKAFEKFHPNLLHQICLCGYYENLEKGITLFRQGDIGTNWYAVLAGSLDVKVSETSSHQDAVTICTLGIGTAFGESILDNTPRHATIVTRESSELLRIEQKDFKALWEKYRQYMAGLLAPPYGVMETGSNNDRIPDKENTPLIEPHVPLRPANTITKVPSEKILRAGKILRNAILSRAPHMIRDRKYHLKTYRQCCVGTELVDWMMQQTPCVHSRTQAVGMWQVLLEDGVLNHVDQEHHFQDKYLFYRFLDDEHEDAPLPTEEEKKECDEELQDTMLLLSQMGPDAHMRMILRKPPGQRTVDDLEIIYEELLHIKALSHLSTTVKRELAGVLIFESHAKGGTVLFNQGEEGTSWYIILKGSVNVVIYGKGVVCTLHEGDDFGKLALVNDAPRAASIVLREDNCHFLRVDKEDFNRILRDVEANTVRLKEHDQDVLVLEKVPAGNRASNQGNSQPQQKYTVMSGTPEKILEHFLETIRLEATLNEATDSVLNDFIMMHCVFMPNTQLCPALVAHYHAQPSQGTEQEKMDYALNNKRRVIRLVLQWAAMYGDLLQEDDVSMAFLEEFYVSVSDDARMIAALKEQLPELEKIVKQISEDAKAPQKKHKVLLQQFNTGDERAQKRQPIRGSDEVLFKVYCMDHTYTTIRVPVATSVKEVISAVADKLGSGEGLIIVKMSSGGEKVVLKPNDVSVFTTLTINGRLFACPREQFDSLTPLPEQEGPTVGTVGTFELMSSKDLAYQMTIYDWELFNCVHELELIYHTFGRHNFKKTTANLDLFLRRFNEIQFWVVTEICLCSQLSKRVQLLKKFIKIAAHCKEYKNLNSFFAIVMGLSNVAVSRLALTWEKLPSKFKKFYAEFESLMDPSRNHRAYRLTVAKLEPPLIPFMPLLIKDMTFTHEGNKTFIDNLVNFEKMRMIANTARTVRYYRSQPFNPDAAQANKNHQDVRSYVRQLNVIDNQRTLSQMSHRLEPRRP
#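 Readout is BODIPY fluorescence (480 nm excitation, 540 nm emission), which falls as labeled GDP is exchanged off Rap1B. EPAC2 at 100 nM acted on 250 nM RAP1B-BODIPY-GDP with 50 uM GDP present.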
# IL-2 act = activates IL-2 in a cell-based reporter assay; IL-2 activation reporter assay, cell-based qHTS; stimulated with anti-CD3/CD4/CD28 beads; in transgenic mouse T cells; activation, % (series mostly up to about 46 µM); 0.065% of 360,000 active; AID 652025; in the data active means activation above about 50%; inconclusive means mostly about 30% to 49%; further: 0% is about no effect
#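 Readout: EGFP and DsRed signals by fluorescent plate cytometry. Unstimulated transgenic mouse T cells received compound 60 min before antibody-bead stimulation, then incubated 18 h at 37 degrees C.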
# ATXN2 expr inh = reduces ATXN2 reporter expression in HEK-293 cells; 0.72% of 360,000 active; AID 1745845; HEK-293 ATXN2-luciferase reporter, luminescence, 24 h; Potency, µM (doses to about 57 µM), for the others: top-dose activity change, negative = inhibition, most hits filed as inhibitors; further: potency means the concentration at half of the fitted maximal effect; on the % scale 0 is the no-effect control and ±100 the full control effect; nearly all actives have a fitted effect of over 55% in size
#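 ATXN2-luciferase reporter cells (luciferase flanked by upstream and downstream ATXN2 gene portions) were treated 24 h at 37 °C with compounds at up to 57 uM. SteadyGlo luminescence gave expression; GF-AFC fluorescence gave viability.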
# A549 viability = counter-screen for Nrf2 inhibitors: cytotoxicity in A549 cells; A549 ARE-Fluc cells, CellTiter-Fluor viability, 18-24 h; Potency, µM (titrated, usually from 46 µM), without a hit: top-dose activity change, negative = cytotoxicity, actives largely listed as inhibitors; 0.16% of 390,000 active; further: potency means the concentration at half of the fitted maximal effect; on the % scale 0 is the no-effect control and ±100 the full control effect
#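 A549 ARE_Fluc cells in 5% FBS OPTI-MEM were exposed to compounds in concentration-response for 18-24 h at 37 deg C. Viability was read by CellTiter-Fluor fluorescence (Ex 405/Em 525) after 30 min, before the luciferase read.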
# ATXN viability = reduces viability in counter-screen for ATXN expression inhibitors; AID 651635; 0.49% of 400,000 active; Potency, µM (series often up to 56.7 µM), hits mostly cytotoxic; S2 cells (HEK-293 line with an ATXN2-luciferase reporter) viability, CellTiter-Fluor protease fluorescence, 24 h; further: potency means the concentration at half of the fitted maximal effect; nearly all actives have a fitted effect of over 40% in size
# Numbers without * were called inactive; i = inactive; ? = inconclusive; . = no result given; & = joins results of further samples; [ ] = another dose, or the depositor's remark. Unless noted, the call rests on the fitted dose curve; in most records, active means well fitted curve in the direction sought with a large enough effect; inconclusive means small, poorly fitted or top-dose-only effect, or another doubt; inactive means no such curve, though single readings can be large; an effect the other way counts as inactive or inconclusive. No enrichment for hits. About 4.3% of those tested had a hit in this group.
SMILES,Nrf2 block,HepG2 tox,Nrf2 ARE act,TGFb inhibitor,EPAC2 agonist,IL-2 act,ATXN2 expr inh,A549 viability,ATXN viability
CCCCn1nnnc1C(c1ccc(OC)cc1)N1CCN(C/C=C/c2ccccc2)CC1 (stereo not given),.,-34.8%,3.6%,?,14.1%,-0.9,-35.7%,.,?
CCN1/C(=C/C(C)=C/c2sc3ccccc3[n+]2CC)Sc2ccccc21,8.2µM*,-91.4%,-2.4%&-3.7%,4.47µM*,-1.3%&8.8%,0.5&-0.6,?,20.6µM*,5.62µM*
CC(C)(C)c1ccc(/C=C(\c2nc3ccccc3[nH]2)S(=O)(=O)c2ccccc2)cc1,?,-50.9%,?,15.8µM*,-5.6%,-2.7,15.8µM*,?,20µM*
Cc1cccc(-c2noc(CCCC(=O)Nc3ccc(C(N)=O)cc3)n2)c1,.,-2.1%,-0.8%,-1.1%,-0.2%,-0.5,-16.0%,-3.4%,?
CCCCOc1ccc(C(=O)NCCN2CCC(n3c(=O)[nH]c4ccccc43)CC2)cc1,.,.,8.9%,.,4.8%,1.4,7.5%,.,i
COc1ccc(OC)c(CCNC(=O)c2sc3nc4n(c(=O)c3c2C)CCCC4)c1,?,-21.1%,2.3%,?,.,.,.,1.3%,.
COC(=O)c1cc(Cl)c(NC(=O)/C=C/c2ccc(OC)cc2)cc1OC,-1.3%,22.4%,-0.2%,5.8%,4.6%,-1.7,-13.4%,-5.4%,i
CSc1ccc(OCC(=O)Nc2ccc(N3CCOCC3)c(Cl)c2)cc1,?,-0.3%,0.1%,15.6%,4.5%,-0.2,-5.2%,-10.2%,i
CC1C(=O)Nc2ccccc2N1C(=O)C1CC1 (stereo not given),-16.3%,2.6%,-0.6%,2.6%,-3.6%,1.5,-3.4%,-8.7%,i
CCC(=O)Nc1ccc2c(c1)nc(CCN1CCC(C)CC1)n2C,5.3%,-1.8%,-0.4%,2.1%,2.4%,7.1,3.1%,1.7%,i
Cc1c(C(=O)c2ccccc2C(=O)O)sc2ccccc12,-3.8%,4.2%,2.8%,2.9%,-16.8%,-3.3,-0.9%,1.3%,i
CCN(c1ccccc1)S(=O)(=O)c1cc(CN2C(=O)c3cccnc3C2=O)ccc1OC,2.6%,8.3%,0.2%,2.7%,0.8%,-0.7,2.8%,2.9%,i
CSc1ncc(Cl)c(C(=O)Nc2ccc(S(=O)(=O)N3CCCC(C)C3)cc2)n1 (stereo not given),-10.8%,-5.6%,0.8%,-20.4%,.,.,.,-5.2%,.
O=C(/C=C/c1ccc2c(c1)OCO2)Nc1c(C(=O)O)[nH]c2ccccc12,-6.1%,33.1%,3.6%,-9.6%,-7.8%,0.3,-2.9%,-10.2%,i
O=C(Nc1cccc(C(F)(F)F)c1)Oc1ccccc1N1CCOCC1,27.9%,-1.6%,0.0%,2.4%,10.0%,0.4,0.1%,5.0%,i
Cc1ccc(C(=O)N/C(=C/c2ccc(-c3cccc([N+](=O)[O-])c3)o2)C(=O)NC(C)(C)C)cc1,-11.2%,-38.3%,3.1%,-5.3%,-14.6%,1.2,-0.8%,-6.0%,i
O=C(/C=C/N1CCOCC1)c1cc2ccccc2o1,.,9.5%,2.8%,5.7%,3.0%,-0.8,-4.3%,-19.5%,i
CNC(=S)NCCCc1ccccc1,-3.5%,-19.2%,-1.0%,?,3.7%,0.3,.,0.0%,i
Fc1ccc(-c2nc3ccc(Br)cn3c2Cc2ccccc2C(F)(F)F)cc1,.,-31.6%,2.9%,?,-12.5%,-0.6,23.3%,.,i
c1cncc(Oc2cccc(Oc3cccnc3)c2)c1,.,-3.0%,2.5%,12.2%,3.5%,0.1,-6.4%,-9.5%,i
O=C(CC(=O)N/N=C/c1ccccc1O)NCc1cccnc1,-21.2%,-29.6%,0.6%,-24.2%,-2.1%,-0.6,?,-2.9%,i
FC(F)(F)c1cccc(Cc2noc(CN3CCC(c4ccncc4)CC3)n2)c1,18.4µM*,-33.5%,2.9%,?,-6.2%,-3.0,?,-1.9%,i
COc1cccc(-n2c(C)c(C(C)=O)c(C(C)=O)c2C)c1,15.1%,-3.2%,-1.6%,-14.9%,0.8%,-1.6,-8.9%,5.2%,i
CCn1cc(C(=O)O)c(=O)c2cc(F)c(N3CCN(C(=S)NC(=O)c4c(OC)cccc4OC)CC3)cc21,?,16.0%,1.9%,10.0%,6.9%,-2.9,1.8%,-15.2%,i
CCOC(=O)CNc1nc(-c2ccncc2)nc2ccccc12,-5.6%,-22.8%,0.9%,14.6%,-5.3%,-2.3,6.1%,-2.5%,i
CCc1nc(NCCO)c(C#N)c2c1CCCC2,-24.1%,-23.2%,-0.8%,0.2%,15.4%,-2.1,25.0%,3.3%,i
O=C(NN=Cc1ccccc1OC(F)F)c1cccc(S(=O)(=O)N2CCCC2)c1,4.1%,-33.5%,-0.3%,-21.1%,0.7%,-1.2,5.8%,1.1%,i
O=C(NCc1ccco1)c1ccc(C(=O)NCc2ccco2)s1,23.1%,23.5%,10.1%,-14.3%,-5.5%,0.1,0.2%,-2.3%,?
COc1ccc(/C(N)=N/OC(=O)Cc2ccccc2[N+](=O)[O-])cc1,13.9%,0.2%,2.2%,-9.3%,2.6%,-0.5,23.2%,6.7%,i
CC(=O)Oc1ccc(-c2csc(Nc3ccccn3)n2)cc1,.,-12.6%,?,-22.7%,4.5%,-0.2,.,.,i
O=C(Oc1ccc2c3c(c(=O)oc2c1)CCC3)c1ccco1,-5.1%,-2.3%,3.1%,-3.6%,6.2%,-0.2,1.7%,?,?
Cc1cc(C(F)F)n2ncc(C(=O)O)c2n1,10.9%,4.0%,0.1%,-0.9%,6.3%,-1.5,1.2%,-5.3%,i
Cc1ccc(/C(N)=N/OC(=O)c2ccco2)cc1,?,-19.2%,24.5%,3.2%,-7.0%,-1.1,34.0%[activator],0.0%,?
CSc1ccc(S(=O)(=O)NCC(=O)OCC(=O)N(Cc2ccccc2)C(C)C)cc1[N+](=O)[O-],-11.9%,-9.1%,2.1%,-0.6%,3.2%,-4.0,-6.2%,-3.3%,i
O=C(NCC1CCCO1)c1ccc2c(=O)n(CCc3ccccc3)c(=O)[nH]c2c1 (stereo not given),9.0%,-14.4%,0.0%,-11.3%,-6.4%,-1.7,-0.5%,6.6%,i
O=S1(=O)CCC(NS(=O)(=O)c2cccc3cccnc23)C1 (stereo not given),-13.2%,-44.8%,0.0%,5.1%,7.0%,-0.1,-6.8%,-1.2%,i

# Quoted at random: six compounds from above
SMILES,Nrf2 block,HepG2 tox,Nrf2 ARE act,TGFb inhibitor,EPAC2 agonist,IL-2 act,ATXN2 expr inh,A549 viability,ATXN viability
CCc1nc(NCCO)c(C#N)c2c1CCCC2,-24.1%,-23.2%,-0.8%,0.2%,15.4%,-2.1,25.0%,3.3%,i
O=C(Oc1ccc2c3c(c(=O)oc2c1)CCC3)c1ccco1,-5.1%,-2.3%,3.1%,-3.6%,6.2%,-0.2,1.7%,?,?
O=S1(=O)CCC(NS(=O)(=O)c2cccc3cccnc23)C1 (stereo not given),-13.2%,-44.8%,0.0%,5.1%,7.0%,-0.1,-6.8%,-1.2%,i
Cc1cc(C(F)F)n2ncc(C(=O)O)c2n1,10.9%,4.0%,0.1%,-0.9%,6.3%,-1.5,1.2%,-5.3%,i
O=C(NCc1ccco1)c1ccc(C(=O)NCc2ccco2)s1,23.1%,23.5%,10.1%,-14.3%,-5.5%,0.1,0.2%,-2.3%,?
CSc1ccc(S(=O)(=O)NCC(=O)OCC(=O)N(Cc2ccccc2)C(C)C)cc1[N+](=O)[O-],-11.9%,-9.1%,2.1%,-0.6%,3.2%,-4.0,-6.2%,-3.3%,i

# The listing continues:
SMILES,Nrf2 block,HepG2 tox,Nrf2 ARE act,TGFb inhibitor,EPAC2 agonist,IL-2 act,ATXN2 expr inh,A549 viability,ATXN viability
N=c1c(S(=O)(=O)c2ccccc2)cc2c(=O)n3ccccc3nc2n1CC1CCCO1 (stereo not given),23.8%,8.6%,0.7%,18.8%,3.0%,23.2,-15.9%,-1.4%,i
COCCCNC(=O)[C@H](Cc1c[nH]c2ccccc12)NC(=O)OCc1ccccc1,9.1%,-1.0%,-1.1%,0.0%,2.6%,-2.1,7.5%,3.0%,i
CCN(c1ccccc1)S(=O)(=O)c1ccc(NC(=O)c2cc(=O)c3c(C)cc(C)cc3o2)cc1,16.9%,0.2%,0.6%,-20.0%,.,.,15.2%,-2.8%,?
CCn1c(SCC(=O)NC(=O)NC(C)(C)C)nc2ccccc21,-15.5%,13.1%,-0.1%,3.3%,5.3%,-4.0,0.0%,10.7%,i
COc1cc(NC(=O)c2cccc(C)c2)ccc1NC(=O)c1cc2ccccc2o1,-3.9%,-11.6%,-0.1%,-2.8%,-10.2%,-1.9,.,-5.9%,i
O=C(O)CSc1nnc(COc2ccc([N+](=O)[O-])cc2)n1-c1ccccc1,?,-29.7%,-0.3%,?,-0.9%,0.5,-7.1%,7.6%,i

# Screens deposited in PubChem by National Center for Advancing Translational Sciences (NCATS).
